D1 PAM = potentiators of human D1 dopamine receptor; 0.036% of 360,000 active; potentiation, % at 10 µM; HEK293 TREx D1 cells, calcium flux, dopamine EC20 potentiation; AID 504651; in the data active = potentiation above about 30%; also: 0% is about no effect
TRHR PAM = allosteric enhancers of human TRH receptor. 0.66% of 360,000 active. enhancement, % at 2 µM. P34981. TRHR cells, fluo-8 calcium fluorescence, EC20 TRH enhancement; in the data active = enhancement above about 30%; also: 0% is about no effect
Target sequence (P34981 whole entry, looked up): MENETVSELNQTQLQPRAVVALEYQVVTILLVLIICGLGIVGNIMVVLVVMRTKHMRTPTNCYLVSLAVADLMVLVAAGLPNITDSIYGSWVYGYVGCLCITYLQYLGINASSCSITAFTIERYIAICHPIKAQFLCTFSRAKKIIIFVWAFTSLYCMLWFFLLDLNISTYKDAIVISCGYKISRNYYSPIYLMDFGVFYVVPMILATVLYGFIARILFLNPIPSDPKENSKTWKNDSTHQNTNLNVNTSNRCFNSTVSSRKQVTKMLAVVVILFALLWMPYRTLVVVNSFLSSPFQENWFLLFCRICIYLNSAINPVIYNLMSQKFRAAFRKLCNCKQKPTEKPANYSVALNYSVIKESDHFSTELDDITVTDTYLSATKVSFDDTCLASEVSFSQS
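Enhancer read-out: after compound pinning and an initial kinetic agonist-mode read, an EC20 of TRH (10 nM final) was injected and fluo-8 calcium signal (Ex 480/Em 530) followed at 1 s/cycle for 100 cycles in TRHR-expressing cells.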
RXFP1 antagonist = antagonists of human relaxin receptor RXFP1 | Q9HBX9 | activity change, negative = inhibition, % at 57.5 µM | HEK293-RXFP1, relaxin-stimulated cAMP HTRF, 30 min; stronger effect = lower value | 0.59% of 350,000 active;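 active = activity change of -60% or lower, but not beyond a set lower limit; inconclusive = change between -60% and -40%, or beyond the set limit; inactive = change above -40%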; also: % is scaled to controls: 0 for no effect and ±100 for the full control effect
RXFP1 ag = RXFP1 (human) receptor agonism; 0.3% of 370,000 active; Potency, µM (series often up to 57.5 µM), for the others: at the highest dose activation, hits mostly activators; HEK293T-RXFP1 cAMP TR-FRET, 30 min; response scale: percent of porcine relaxin response, buffer zero; Q9HBX9; AID 2676; also: potency is read from the fitted curve at half-maximal effect; % is scaled to controls: 0 for no effect and ±100 for the full control effect; nearly all actives have a fitted effect of over 60% in size; many of its hits are not listed in these tables
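HEK293T cells stably expressing RXFP1 were pretreated with the PDE4 inhibitor Ro 20174, exposed to compounds for 30 min at 37C, lysed, and cAMP was read by TR-FRET. Data normalized to buffer (basal) and 29 nM porcine relaxin (100%).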
Apoferritin bind = candidate novel general anesthetic via apoferritin binding. apoferritin/1-aminoanthracene competitive binding, fluorescence. Potency, µM (doses to about 77.5 µM), without a hit: top-dose activity change, negative = displacement, usual class: inhibitors. 0.074% of 350,000 active; also: potency is read from the fitted curve at half-maximal effect; % is scaled to controls: 0 for no effect and ±100 for the full control effect; nearly all actives have a fitted effect of over 20% in size
Target sequence (P02791 2-175 limits assumed): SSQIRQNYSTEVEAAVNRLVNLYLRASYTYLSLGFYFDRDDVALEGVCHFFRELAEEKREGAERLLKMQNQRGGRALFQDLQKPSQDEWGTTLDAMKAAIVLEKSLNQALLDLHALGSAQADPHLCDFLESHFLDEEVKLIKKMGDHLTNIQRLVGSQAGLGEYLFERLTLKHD
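Apoferritin-based anesthetic binding model; compound displacement of fluorescent 1-AMA measured as endpoint fluorescence after 10 minutes at room temperature, scaled to free-ligand and complex controls.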
D1 ag = agonists of human D1 dopamine receptor; P21728; HEK293 T-REx D1 cells, calcium flux, agonist mode; activation, % at 2 µM; 1% of 360,000 active; AID 504660; in the data active = activation above about 30%; also: 0% is about no effect
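Inducible HEK293 T-REx D1 cells, force-coupled to calcium signalling, were plated at 4000 cells/well with tetracycline and held overnight at 30 C. After no-wash calcium dye loading, compound-evoked calcium rise over 180 s flagged agonists.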
D1 antagonist = human D1 dopamine receptor antagonism. P21728. HEK293 TREx D1 cells, calcium flux, dopamine EC80; stronger effect = lower value. activity change, negative = inhibition, % at 10 µM. 3.2% of 360,000 active; in the data active = activity change below about -30%; also: % is scaled to controls: 0 for no effect and ±100 for the full control effect
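HEK293 T-REx cells expressing inducible, force-coupled D1 receptor; no-wash Ca dye, 30–90 min RT. Cmpd → 180 s read at 1 Hz → EC80 DA → 180 s read.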
TRHR ag = agonists of human TRH receptor. 0.18% of 360,000 active. TRHR cells, calcium flux fluo-8, FDSS agonist mode. AID 493084. activation, % at 2 µM. P34981; in the data active = activation above about 30%; also: 0% is about no effect
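In this calcium-flux screen, cells bearing human TRHR are dye-loaded with fluo-8, baselined for 10 cycles, then exposed to library compounds; positive kinetic calcium responses during the agonist phase mark hits, with TRH as control.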
D2 PAM = D2 dopamine receptor (human) potentiation; P14416; HEK293 T-REx D2, calcium flux, EC20 dopamine potentiation; potentiation, % at 10 µM; 0.34% of 340,000 active; AID 485347;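 active = potentiation over 3 SD above the plate norm, cut at about 30% in these data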; also: 0% is about no effect
Target sequence (P14416 whole entry, looked up): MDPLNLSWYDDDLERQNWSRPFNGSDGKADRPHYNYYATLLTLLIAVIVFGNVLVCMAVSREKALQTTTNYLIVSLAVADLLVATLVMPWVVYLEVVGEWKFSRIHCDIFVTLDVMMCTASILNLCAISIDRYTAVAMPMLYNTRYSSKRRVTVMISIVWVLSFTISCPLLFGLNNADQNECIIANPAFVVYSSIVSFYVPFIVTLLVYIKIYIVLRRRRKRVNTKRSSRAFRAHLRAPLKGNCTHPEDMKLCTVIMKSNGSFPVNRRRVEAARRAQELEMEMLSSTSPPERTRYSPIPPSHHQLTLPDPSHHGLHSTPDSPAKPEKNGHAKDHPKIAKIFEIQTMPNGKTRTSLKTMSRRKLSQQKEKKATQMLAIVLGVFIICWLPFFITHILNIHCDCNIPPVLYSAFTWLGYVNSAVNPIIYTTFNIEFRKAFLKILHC
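Tetracycline-induced Hek293 Trex D2 cells, force-coupled to calcium, loaded with no-wash calcium dye. Compound added with 180 s kinetic read for agonism, then EC20 dopamine and a further 180 s read for potentiation.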
* hit, by the source's call; ? = inconclusive; . = no result given; & = joins results of further samples. Unless noted, calls follow the shape of the dose curve; as a rule, active = well fitted curve in the direction sought with a large enough effect; inconclusive = small, poorly fitted or top-dose-only effect, or another doubt; inactive = no such curve, though single readings can be large; an effect the other way counts as inactive or inconclusive. This is a subset; count on the stated rates, not on these rows.

SMILES | D1 PAM | TRHR PAM | RXFP1 antagonist | RXFP1 ag | Apoferritin bind | D1 ag | D1 antagonist | TRHR ag | D2 PAM
CC1CCC(NCC(=O)Nc2cccc(S(N)(=O)=O)c2)CC1 (stereo unspecified) | 1 | 0 | 2 | 1.2% | -7% | 4 | 6 | 0.7 | -4
CCCOc1ccc(-c2nc(C#N)c(N3CCc4ccccc4C3)o2)cc1 | -2 | 4 | -2 | 4.5% | -3% | 3 | 3 | -0.7 | 8
N#CC1=C(N)C2=CCCC[C@H]2[C@H](c2ccc(Br)cc2)C1(C#N)C#N | -2 | -9 | -8 | 0.3% | -1% | 5 | 1 | 0.2 | 7
Cc1ccc(-c2nnc(Nc3ccc4c(c3)OCO4)c3ccccc23)cc1S(N)(=O)=O | 3 | 0 | -20 | 1.5% | -5% | 5 | 1 | 0.2 | .
O=C(NC(=S)Nc1ccc(S(=O)(=O)Nc2nccs2)cc1)c1ccc(F)c(F)c1 | 1 | 13 | -13 | -1.5% | -4% | 5 | 4 | -0.3 | 12
Nc1nnnn1N=C1CCCCC1 | -5 | -8 | -2 | -0.5% | -5% | 3 | -4 | 0.4 | 7
Cc1ccc(O)c(C(CC(=O)N2CCCC2)c2ccccc2)c1 (stereo unspecified) | -2 | 5 | -14 | -1.4% | -7% | 3 | 14 | -0.1 | 9
CC1(C)Cc2noc(N)c2C(C)(C)N1OC(=O)c1ccccc1 | 2 | 1 | 1 | -1.2% | 0% | 3 | -10 | 0.2 | -5
O=c1[nH]nc2n1CCCCC2 | 6 | 1 | 2 | 0.1% | -1% | 1 | -2 | 0.9 | 6
COC(=O)c1cc(Br)c(=O)n(CCN(C(C)C)C(C)C)c1 | -5 | -7 | 3 | 1.1% | -8% | 0 | -1 | -0.1 | .
CCOC(=O)C1(CC2CC2)CCN(Cc2cn(C)c3ccccc23)CC1 | 1 | -2 | -5 | 2.8% | -18% | 17 | -12 | 0.7 | -13
Cc1c(NC(=O)COC(=O)CSc2ccc([N+](=O)[O-])cc2)c(=O)n(-c2ccccc2)n1C | -6 | -7 | -2 | -0.9% | . | 1 | -1 | 0.1 | -8

Brought forward from above: four entries, then new ones.
SMILES | D1 PAM | TRHR PAM | RXFP1 antagonist | RXFP1 ag | Apoferritin bind | D1 ag | D1 antagonist | TRHR ag | D2 PAM
O=c1[nH]nc2n1CCCCC2 | 6 | 1 | 2 | 0.1% | -1% | 1 | -2 | 0.9 | 6
COC(=O)c1cc(Br)c(=O)n(CCN(C(C)C)C(C)C)c1 | -5 | -7 | 3 | 1.1% | -8% | 0 | -1 | -0.1 | .
CCOC(=O)C1(CC2CC2)CCN(Cc2cn(C)c3ccccc23)CC1 | 1 | -2 | -5 | 2.8% | -18% | 17 | -12 | 0.7 | -13
Cc1c(NC(=O)COC(=O)CSc2ccc([N+](=O)[O-])cc2)c(=O)n(-c2ccccc2)n1C | -6 | -7 | -2 | -0.9% | . | 1 | -1 | 0.1 | -8
COc1ccc(CCN2C(=O)/C(=C\c3ccco3)SC2=S)cc1OC | 9 | -10 | -77* | -0.3% | -21% | 5 | -6 | 0.8 | -11
c1ccc(-c2nnc(-c3ccccn3)s2)nc1 | 2 | 3 | -30 | -3.7% | 13% | 1 | 9 | 0.0 | -2
C=CCn1c(SCC(=O)c2cc(C)n(Cc3cccs3)c2C)nnc1-c1ccncc1 | 5 | 7 | -1 | -0.7% | 0% | 1 | 9 | -0.8 | .
COc1ccccc1-n1c(=O)c2c3c(sc2n(Cc2ccccc2F)c1=O)CN(C(C)=O)CC3 | -5 | 0 | -7 | 2.1% | ? | 6 | -20 | -0.3 | 0
Cc1ccc(S(=O)(=O)NCCCCCC(=O)NC(C)(C)CO)cc1 | -1 | 1 | -12 | 0.0% | -11% | 0 | 4 | 0.8 | 0
O=C1CC(NS(=O)(=O)c2cccs2)CN1c1ccc(F)cc1 (stereo unspecified) | -2 | 1 | -6 | 0.3% | . | 2 | 4 | 0.1 | -1
CN1CCNC(=O)C1CC(=O)NCC1(c2ccccc2)CCCCC1 (stereo unspecified) | -3 | -7 | 2 | 3.1% | -24% | 4 | -1 | -0.2 | -5
CCOc1ccccc1-n1c(C)cc(C=O)c1C | -10 | 1 | 5 | 1.5% | -13% | 0 | -10 | 0.4 | -21
Cc1nnc(NC(=O)C(C)Sc2nnc(CNC(=O)c3ccccc3F)n2C)s1 (stereo unspecified) | 2 | -2 | 20 | 0.0% | . | 4 | 12 | 0.4 | -1
CCOC(=O)C1CCCN(C(=O)c2cc3c(=O)[nH]c4ccc(C)cc4c3s2)C1 (stereo unspecified) | -2 | -7 | . | 5.1% | 1% | -2 | -10 | -1.0 | 4
CC1CCCN(Cc2nc3c(c(=O)n(C)c(=O)n3C)n2CC(=O)c2ccccc2)C1 (stereo unspecified) | 1 | 2 | 7 | 2.2% | 6% | 1 | 13 | -1.4 | 14
COc1ccc(CN(C)C(=O)Cc2ccsc2)c(OC)c1OC | 7 | 7 | -16 | 0.7% | -9% | 2 | -7 | -0.2 | -4

Record cards, as listed above. Values in the order: D1 PAM, TRHR PAM, RXFP1 antagonist, RXFP1 ag, Apoferritin bind, D1 ag, D1 antagonist, TRHR ag, D2 PAM
CN1CCNC(=O)C1CC(=O)NCC1(c2ccccc2)CCCCC1 (stereo unspecified) reads -3, -7, 2, 3.1%, -24%, 4, -1, -0.2, -5
C=CCn1c(SCC(=O)c2cc(C)n(Cc3cccs3)c2C)nnc1-c1ccncc1 reads 5, 7, -1, -0.7%, 0%, 1, 9, -0.8, .
O=C1CC(NS(=O)(=O)c2cccs2)CN1c1ccc(F)cc1 (stereo unspecified) reads -2, 1, -6, 0.3%, ., 2, 4, 0.1, -1
c1ccc(-c2nnc(-c3ccccn3)s2)nc1 reads 2, 3, -30, -3.7%, 13%, 1, 9, 0.0, -2
Cc1ccc(S(=O)(=O)NCCCCCC(=O)NC(C)(C)CO)cc1 reads -1, 1, -12, 0.0%, -11%, 0, 4, 0.8, 0

Further records follow:
SMILES | D1 PAM | TRHR PAM | RXFP1 antagonist | RXFP1 ag | Apoferritin bind | D1 ag | D1 antagonist | TRHR ag | D2 PAM
CCOc1ccc(N2C(=O)c3cccnc3C2Nc2ccc(C)cc2)cc1 (stereo unspecified) | -10 | -4 | -18 | 0.9% | ? | 0 | 1 | -0.7 | 1
CCOP(=O)(O)c1ccccc1OCCCCCOc1ccccc1P(=O)(O)OCC | -4 | 7 | 12 | 1.9% | -5% | 1 | 36 | 0.8 | -2
CCOC(=O)N1CCN(C(=O)/C(=C/c2ccc(Cl)cc2)NC(=O)c2ccccc2)CC1 | 0 | -1 | . | 1.6% | -13% | 0 | -2 | 0.6 | -7
CC(C)OC(=O)C1C(=O)CC(C)(O)C(C(=O)OC(C)C)C1c1cccc([N+](=O)[O-])c1 (stereo unspecified) | -2 | 0 | -1 | -1.5% | -24% | 5 | 1 | 0.2 | .
CCOc1ccc(N(CC(=O)Nc2cccc(OC)c2)S(=O)(=O)c2c(C)noc2C)cc1 | -7 | -4 | . | 1.5% | 2% | 5 | 39 | 0.1 | -4
CN(c1ccccc1)S(=O)(=O)c1ccc(Cl)c(C(=O)Nc2ccncc2)c1 | -8 | -1 | -11 | 1.8% | . | 15 | -15 | -0.4 | .
Cc1ccc(NC(=O)C2CC(=O)Nc3nc4ccccc4n32)c(C)c1 (stereo unspecified) | 3 | 5 | -9 | 0.0% | -6% | 3 | 2 | 0.8 | -1
COc1ccc(/C(C#N)=C/c2cccnc2)cc1 | 1 | -7 | . | 4.3% | -6% | 3 | 12 | -1.0 | 9
CC1(C)CCCC2=C1CC1C(=O)N(c3ccccc3)C(=O)C1C2 (stereo unspecified) | 0 | -6 | -1 | 1.5% | ? | 1 | -1 | -0.7 | 0
Cc1cccc(NC(=O)CC2Nc3cccc4cccc(c34)NC2=O)c1 (stereo unspecified) | 1&3 | 11&12 | -20&1 | 0.1%&0.0% | ? | 1&0 | 19&5 | 0.9&-0.6 | -12
CCOc1ccc(N(C(=O)c2ccccc2F)S(=O)(=O)c2ccc3c(c2)n(C)c(=O)n3C)cc1 | 2 | -5 | -5 | -1.5% | -4% | 1 | -2 | -0.3 | 1
CCOc1ncccc1C(=O)N=C1SCCN1C(=O)c1cccnc1OCC | 2 | 2 | 9 | -0.9% | -13% | 0 | -18 | -0.5 | 6
Clc1cccc(N/N=C/c2ccncc2)c1 | -5 | 1 | . | 2.1% | -12% | 0 | 15 | -1.8 | 4
CC(=O)N1CCC(O)(c2ccc3c(c2)OCO3)CC1 | 2 | 12 | 6 | -0.3% | -4% | 0 | 0 | 0.0 | 15
CC(Oc1ccc2c3c(c(=O)oc2c1)CCC3)C(=O)NCCN1CCOCC1 (stereo unspecified) | 0 | 1 | 8 | 2.6% | -8% | 0 | 19 | 0.4 | -4
COc1ccc(CCNC(=O)c2ccc3nc(-c4ccco4)c(-c4ccco4)nc3c2)cc1OC | -7 | 11 | -9 | 0.5% | -3% | 2 | -12 | -0.5 | 10
CCCCCCn1c(SCC(C)C)nc2c1c(=O)[nH]c(=O)n2C | -3 | -5 | -2 | 5.4% | -13% | -1 | 2 | 0.0 | -10
CCCNC(=O)CC(NS(=O)(=O)c1ccc(NC(C)=O)cc1)C(C)C (stereo unspecified) | -3 | -7 | -11 | 0.6% | -4% | 3 | 10 | 0.3 | -1
COc1cc(S(=O)(=O)N2CCN(c3ccccn3)CC2)ccc1Br | -8 | 0 | -6 | -0.1% | 6% | -2 | 0 | 0.6 | -1
COc1ccc(-n2nc(C(=O)NCC(=O)N3CC(C)CC(C)C3)c3ccccc3c2=O)cc1OC (stereo unspecified) | -5 | -8 | 18 | -0.1% | -6% | 2 | 0 | -0.1 | -2
COc1ccc(CC(=O)Nc2cc(C)ccc2O)cc1OC | -10 | -6 | 4 | 2.9% | -10% | 9 | -12 | 0.4 | 2
CCN(CC(=O)Nc1c(F)cccc1F)C(=O)c1cc2c(cc1Cl)N1CCCCCC1=NS2(=O)=O | -3 | -2 | -10 | 0.3% | . | 7 | 11 | 0.6 | -3
O=C1C(SCCO)=C(SCCO)C(=O)c2ccccc21 | -6 | 0 | . | -3.0% | . | 2 | -32* | 2.4 | 10
c1ccc(Cc2nnc3sc(-c4ccc5c(c4)OCCO5)nn23)cc1 | -7 | 2 | -5 | 1.4% | ? | 2 | -10 | -0.9 | 1
